Compound activity deposited in PubChem by National Center for Advancing Translational Sciences (NCATS).
Epigenetic reg: epigenetic control regulation, reporter derepression; AID 1865; Potency, µM (top dose mostly 53.9 µM), for the others: top-dose GFP activation, actives largely listed as activators; 280,000 tested, 0.2% active; murine LDR cells, GFP reporter derepression, 30 h; note: % of control where 0% means no effect; nearly all actives have a fitted effect of over 60% in size
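Murine LDR cells carrying a silenced, genomically integrated CMV-driven GFP reporter were exposed to compound for 30 hours at 37 C. After PBS washes, GFP-positive cells (20–120 um objects) were counted by laser-scanning microplate cytometry.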
SMN2 splice up: enhancers of SMN2 splice variant expression; HEK293 SMN2-luciferase splicing reporter, luminescence, 30-36 h; Potency, µM (doses to about 46.1 µM), inactives show at the top dose activity change, positive = activation, most hits filed as activators; 210,000 tested, 2.8% active; AID 1458; note: % of control where 0% means no effect; nearly all actives have a fitted effect of over 55% in size
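HEK293 cells carry an SMN2 […]–luciferase reporter in which exon 7 inclusion puts luciferase in frame. Cells were plated 10-12 h before compound addition, then incubated 30-36 h at 37C. ONE-Glo luminescence was read; sodium butyrate at 4.5 mM final served as control.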
KDM4E inh: JMJD2E (human) inhibition; Potency, µM (highest dose often 57.1 µM), for inactives: at the highest dose activity change, negative = inhibition, hits mostly inhibitors; JMJD2E catalytic domain, FDH-coupled NADH fluorescence (FDH is formaldehyde dehydrogenase); AID 2147; B2RXH2; 230,000 tested, 1.6% active; active = well fitted inhibition curve with a large enough effect, not every such curve was filed as active; inconclusive = small, poorly fitted or top-dose-only effect, or another doubt; inactive = no such curve, though single readings can be large or run the other way;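 note: 0% = wells with enzyme and -100% = buffer wells without enzyme; nearly all actives have a fitted effect of over 50% in size; many of its hits are not listed in these tables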
Target sequence (B2RXH2 1-337 limits assumed): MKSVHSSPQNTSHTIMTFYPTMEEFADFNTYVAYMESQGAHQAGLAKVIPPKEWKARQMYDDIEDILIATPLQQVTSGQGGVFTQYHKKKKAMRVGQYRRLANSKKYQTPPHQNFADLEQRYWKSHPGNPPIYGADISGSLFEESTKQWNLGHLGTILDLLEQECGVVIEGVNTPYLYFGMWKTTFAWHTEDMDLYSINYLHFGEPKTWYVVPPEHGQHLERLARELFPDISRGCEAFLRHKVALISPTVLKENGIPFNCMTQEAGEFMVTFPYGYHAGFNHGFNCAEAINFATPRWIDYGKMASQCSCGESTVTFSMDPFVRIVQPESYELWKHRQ
IMPase Li cell: cell-permeable IMPase inhibitors with lithium potentiation. CHO-M1 cells, IP1 TR-FRET (IP-One), carbachol + lithium. 210,000 tested, 0.35% active. Potency, µM (doses to about 59.4 µM), without a hit: at the top dose activity, negative = IMPase inhibition, most hits filed as inhibitors;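 note: IP1 builds up when IMPase is blocked and the TR-FRET signal falls; plate controls were basal vehicle for no effect and high inhibitor control for full effect; nearly all actives have a fitted effect of over 50% in size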
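Lithium-sensitised IP1 accumulation assay; M1-expressing CHO cells treated 30 min at 37C with compound. Competitive antibody detection by time-resolved FRET followed a 10 min room-temperature lysis step.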
Luc counter: Kinase-Glo luciferase inhibition (counter-screen) | Q27757 | Kinase-Glo luciferase, ATP luminescence, 8 min | Potency, µM (highest dose often 38.3 µM), for inactives: top-dose activity change, negative = inhibition, actives largely listed as inhibitors | 200,000 tested, 0.28% active | AID 1379; note: % is set by controls: 0 for no effect and ±100 for the full control effect; nearly all actives have a fitted effect of over 60% in size
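Substrate mix (final 50 mM imidazole pH 7.2, 50 mM KCl, 7 mM MgCl2, 10 uM ATP, 0.01% Tween 20, 0.05% BSA) plus pin-tool compound, then Kinase-Glo detection mix; 8 min ambient, luminescence read.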
NPSR antag: antagonists of human neuropeptide S receptor cAMP signaling. CHO-NPSR cells, cAMP TR-FRET, antagonist mode. Potency, µM (series often up to 38.3 µM), without a hit: at the highest dose activity change, negative = inhibition, usual class: inhibitors. 220,000 tested, 1% active; note: % is set by controls: 0 for no effect and ±100 for the full control effect; nearly all actives have a fitted effect of over 50% in size; many of its hits are not listed in these tables
Target sequence (Q6W5P4 whole entry, looked up): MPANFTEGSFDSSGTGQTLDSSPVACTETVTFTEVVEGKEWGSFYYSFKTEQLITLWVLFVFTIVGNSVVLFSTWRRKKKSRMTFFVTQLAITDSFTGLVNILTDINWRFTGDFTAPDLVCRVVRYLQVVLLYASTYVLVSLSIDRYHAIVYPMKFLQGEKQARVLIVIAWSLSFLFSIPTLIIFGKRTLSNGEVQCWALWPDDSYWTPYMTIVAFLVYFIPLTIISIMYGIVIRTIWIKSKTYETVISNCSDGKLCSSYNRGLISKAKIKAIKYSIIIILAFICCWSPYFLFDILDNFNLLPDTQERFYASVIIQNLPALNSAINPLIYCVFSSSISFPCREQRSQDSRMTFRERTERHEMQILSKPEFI
RGS12 GoLoco inh: RGS12 GoLoco-Gai1 interaction inhibition. Gai1:RGS12 GoLoco peptide FP, rhodamine, 10 min. AID 880. 230,000 tested, 0.44% active. P63096. Potency, µM (doses to about 61.6 µM), inactives show top-dose activity, negative = inhibition, most hits filed as inhibitors; active = well fitted inhibition curve with a large enough effect, not every such curve was filed as active; inactive = no such curve, though single readings can be large or run the other way; note: % is set by controls: 0 for no effect and ±100 for the full control effect; nearly all actives have a fitted effect of over 30% in size; many of its hits are not listed in these tables
Target sequence (P63096 whole entry, looked up): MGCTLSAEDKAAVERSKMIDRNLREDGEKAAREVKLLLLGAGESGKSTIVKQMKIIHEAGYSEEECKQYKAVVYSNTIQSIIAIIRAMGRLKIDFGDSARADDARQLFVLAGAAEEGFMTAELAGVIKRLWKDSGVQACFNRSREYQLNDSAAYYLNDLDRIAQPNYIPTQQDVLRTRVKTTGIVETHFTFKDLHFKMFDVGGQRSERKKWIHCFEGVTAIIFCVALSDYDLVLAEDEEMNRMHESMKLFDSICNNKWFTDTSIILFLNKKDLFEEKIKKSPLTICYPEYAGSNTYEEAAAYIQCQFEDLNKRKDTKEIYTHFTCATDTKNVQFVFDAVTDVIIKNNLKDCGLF
RECQ1 inh: blocks DNA unwinding by human RECQ1; AID 2549; 240,000 tested, 0.54% active; Potency, µM (series often up to 57.3 µM), for inactives: at the highest dose activity, negative = inhibition, most hits filed as inhibitors; P46063; RECQ1 DNA unwinding, red fluorescence kinetic read;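 note: plate controls were vehicle for no effect and no enzyme for full effect; nearly all actives have a fitted effect of over 30% in size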
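50 nM RECQ1T1 preincubated 15 min with compound in Tris pH 8.0 buffer with MgCl2, DTT, Tween-20 and 2.5 ug/ml poly(dI-dC); started with 200 nM TAMRA/BHQ-2 forked duplex and 2 mM ATP. Unwinding read as fluorescence (525/598 nm), two reads 2 h apart.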
* hit, by the source's call; i = inactive; ? = inconclusive; . = no result given; & = joins results of further samples; [ ] = remark or other dose. Unless noted, calls come from the whole dose curve; as a rule, active = well fitted curve in the direction sought with a large enough effect; inconclusive = small, poorly fitted or top-dose-only effect, or another doubt; inactive = no such curve, though single readings can be large; an effect the other way counts as inactive or inconclusive. Potency is the fitted concentration of half-maximal effect. Some of the compounds tested, so the mix of outcomes need not match the whole.

SMILES	Epigenetic reg	SMN2 splice up	KDM4E inh	IMPase Li cell	Luc counter	NPSR antag	RGS12 GoLoco inh	RECQ1 inh
COC(=O)c1cn(NC(=O)C2COc3ccccc3O2)c(=O)c2ccccc12 (stereo unspecified)	-1.1%	4%	-8%	11µM*	-3%	-9%[46.1 µM]	15%	-14%
CN(Cc1ccon1)Cc1cn(C)nc1-c1ccc(Oc2ccccc2)cc1	0.0%	.	-2%	.	.	-17%	6%	-5%
CCOC(=O)N1CCc2c(sc3c2c(=O)n(Cc2ccccc2)c(=O)n3CC(=O)NCCOC)C1	-1.9%	9%	-2%	2%	1%	-35%	1%	10%
COC(=O)CSc1nnc(-c2ccoc2C)n1-c1ccc(C)cc1	-0.7%	-14%	1%	0%[38.3 µM]	-7%	-14%[46.1 µM]	-2%	-9%
COC(=O)c1n[nH]n(-c2ccc(F)c(Cl)c2)c1=O	-1.0%	.	3%	.	.	6%	10%	i
CC(C)(C)c1cc(NC(=O)CSc2nncs2)n(-c2ccccc2)n1	-0.3%	-12%	0%	-3%	-2%	9%	-2%	-2%
O=C(COc1ccc(Br)cc1)N1CCN(c2ccc([N+](=O)[O-])c(N3CCCCC3)c2)CC1	0.0%	.	2%	.	.	-9%[46.1 µM]	.	-5%
CNC(=O)c1cc2cccc(OC)c2oc1=O	-7.8%	24%	-23%	-7%	-1%	6%[46.1 µM]	3%	0%
CNC(=O)c1cc2cc(OC)ccc2oc1=N	-1.0%	-13%	?	-5%[38.3 µM]	-4%	2%[46.1 µM]	2%	-3%
Cc1nc(Sc2ccccc2)c(C#N)c(C)c1[N+](=O)[O-]	4.4%	.	-5%	.	.	-34%	7%	-19%
C/C(=N/NC(=O)CCC(=O)Nc1cccc(Cl)c1)c1ccc(C)cc1	14%	-5%	-1%	-5%	-3%	6%	11%	-4%
CC1=Nc2ccc(Br)cc2C(c2ccccc2)N1CC(=O)O (stereo unspecified)	0.0%	-5%	-7%	9%	-2%	0%	6%	i
O=C(c1ccco1)N1CCC(c2nc(-c3ccc(F)cc3)no2)CC1	-0.3%	-115%[inhibitor]	-4%	12%[38.3 µM]	8%	-20%[46.1 µM]	0%	-2%
Nc1ccc(Cc2ccccn2)cc1	0.0%	.	-12%	5%	-3%	-5%	-1%	-9%
COc1ccc(-c2nc3c(c4c2C[C@H](c2ccccc2)OC4)CN(S(=O)(=O)c2c(C)noc2C)CC3)c(C)c1	.	-7%[9.22 µM]	-3%[11.4 µM]	2%	-5%[7.66 µM]	.	4%[14.2 µM]	i[11.5 µM]
COC(=O)C(C)(C(=O)OC)c1ccccc1[N+](=O)[O-]	3.6%	-10%	10%	30%[38.3 µM]	-2%	?	-19%	-3%
Cc1c(Cl)c([N+](=O)[O-])nn1CCCC(=O)Nc1sc2c(c1C(N)=O)CCC(C)C2 (stereo unspecified)	0.0%	-7%	7%	16%	5%	-7%	2%	-4%
COc1ccc(C(=O)Nn2c(C)ccc2C)cc1OC	-1.0%	?	3%	-3%[38.3 µM]	-1%	-6%[46.1 µM]	12%	-1%
CC(=O)Oc1ccc(N2C(=O)C3C(C2=O)C(C(=O)c2ccc(Cl)cc2)N2CCCC32)cc1 (stereo unspecified)	?	.	?	.	.	-41%	15%	-4%
Cc1ccc(C(C)NC(=O)c2c(C)noc2C)cc1C (stereo unspecified)	-1.0%	8%	-2%	14%[38.3 µM]	4%	-14%[46.1 µM]	-10%	-6%
O=C(Cc1cccs1)Nc1cccc(-c2nnc(-c3ccco3)o2)c1	-1.1%	-18%	?	-5%	-2%	-3%	10%	-14%
CCn1c(Cc2ccccc2)nnc1SCC(=O)c1cccc([N+](=O)[O-])c1	-3.4%	27%	7%	20%[38.3 µM]	7%	-14%[46.1 µM]	-1%	-6%
COc1ccc(-c2noc(CCC(=O)Nc3cccnc3)n2)cc1OC	3.8%	-14%	3%	0%[38.3 µM]	-7%	-14%[46.1 µM]	16%	4%
CCOc1ccc(N(CC(=O)NCc2ccccc2)S(=O)(=O)c2c(C)noc2C)cc1	0.8%	-2%	7%	9%[38.3 µM]	2%	-10%[46.1 µM]	5%	-13%
CCCc1c(C)c2ccccc2[nH]c1=O	0.1%	-9%	-17%	-4%[38.3 µM]	-12%	3%[46.1 µM]	13%	-3%
COc1ccc2c(c1)CCCC21NC(=O)NC1=O (stereo unspecified)	-8.3%	2%	4%	-9%[38.3 µM]	-3%	-10%[46.1 µM]	-1%	i
O=C1Nc2ccccc2C(O)(C(=O)NCc2ccco2)N1c1ccc(Cl)c(Cl)c1 (stereo unspecified)	2.0%	-6%	3%	-10%[38.3 µM]	2%	-14%[46.1 µM]	-1%	-5%
CCOc1ccc(CN2C(=O)c3ccccc3C2C(=O)NCc2cccnc2)cc1 (stereo unspecified)	4.5%	-9%	6%	20%[38.3 µM]	3%	-10%[46.1 µM]	7%	7%
COc1ccc(-n2cc(C(=O)O)c(=O)cc2C)cc1	-2.8%	9%	-6%	2%	-3%	-5%	6%	-6%
C/C(=N/O)c1ccccn1	6.7%	7%	18µM*	-8%	3%	-18%	9%	-18%
COc1ccc(-n2cc(CN(C)C3CCOCC3)c(-c3cccc(F)c3)n2)cc1	-0.7%	.	?	.	.	37%	0%	-2%
CCOC(=O)c1[nH]cnc1C(=O)Nc1ccccc1C	0.6%	13%	-1%	-8%	-1%	18%	4%	-1%
CC(CCc1ccccc1)NC(=O)/C=C/c1ccc(F)cc1 (stereo unspecified)	3.2%	?	-1%	24%	0%	-35%	4%	-13%
Cc1c(-c2ccccc2)nc(-c2ccccc2)[nH]c1=O	-0.7%	8%	-5%	-3%	3%	-1%	-6%	-3%
COCN(C#N)c1nc(N(C)C)nc(N(C)C)n1	-4.7%	.	4%	-1%	3%	-11%	4%	i
Cc1cc(C(=O)OCC(=O)N2c3ccccc3CC2C)c(C)o1 (stereo unspecified)	2.2%	28%	-3%	19%[38.3 µM]	4%	-10%[46.1 µM]	3%	1%
CCOc1cccc2cc(-c3csc(NC(=O)CCC(=O)NCCCN4CCC(C)CC4)n3)c(=O)oc12	-0.6%	8.9µM*	-17%	8%	-3%	-17%	11%	-3%
COC(=O)CNc1nc(Cl)nc(Nc2ccc(C)cc2)n1	2.6%	10%	0%	0%	2%	7%	7%	i
COC(=O)/C(=C\c1c[nH]c2ccccc12)NC(C)=O	3.2%	0%	-28%	11%[38.3 µM]	1%	-17%[46.1 µM]	9%	-3%
CCCc1cc(NCCCO)n2c(nc3ccccc32)c1C#N	1.4%	.	?	.	.	24%[7.67 µM]	-1%	i
CC(=O)NC(CCS(C)(=O)=O)C(=O)Nc1c(F)cccc1F (stereo unspecified)	-1.4%	4%	11%	-3%[38.3 µM]	-7%	4%[46.1 µM]	0%	-10%
CCn1nc(C)c([N+](=O)[O-])c1C(=O)NNC(=O)c1ccc(Cl)cc1	0.1%	.	-4%	.	.	-6%	-5%	-9%
NC(=O)c1c(NC(=O)CSc2nnc(Cc3ccccc3)n2Cc2ccco2)sc2c1CCC2	-0.7%	-47%[inhibitor]	-9%	8%[38.3 µM]	-3%	?	6%	-11%
COc1cc2[nH]c(=O)n(CCCC(=O)N3CC=C(c4ccccc4)CC3)c(=O)c2cc1OC	-1.1%	12%	?	27%[38.3 µM]	1%	-16%[46.1 µM]	4%	1%
Cc1cc(C(=O)COC(=O)C2=NNC(=O)CC2)c(C)n1-c1ccc(OC(F)F)cc1	5.8%	-15%	2%	-2%[38.3 µM]	-3%	-19%[46.1 µM]	16%	i
FC(F)(F)c1ccc(C2[C@H]3CN(Cc4ccc(-c5ccccc5)cc4)[C@H](c4ccccc4)C34CC2(c2cccnc2)C4)cc1 (stereo partly specified)	0.4%&9.3%	2%	-3%&-23%	-11%	-4%	3%	-3%&4%	-9%
O=C(c1cc2cc(Cl)ccc2oc1=O)N1CCCC1	1.3%	-8%	?	-1%	0%	3%[46.1 µM]	13%	-1%
O=C(Nc1ccccc1C(=O)NCC1CCCO1)c1ccc(Cl)cc1Cl (stereo unspecified)	-1.2%	-5%	3%	-2%[38.3 µM]	6%	-10%[46.1 µM]	6%	i
CC(Oc1ncnc2ccccc12)C(=O)Nc1cccc(S(=O)(=O)N2CCOCC2)c1 (stereo unspecified)	-0.9%	-9%	7%	3%	3%	13%	-7%	i
O=C1OCCN1C(=O)[C@H]1[C@H](c2ccc(Cl)cc2)C(c2ccc(F)cc2)=NN1c1ccc(Br)cc1	-0.1%[40.7 µM]	.	.	1%	2%[39.9 µM]	.	1%	-15%
O=C(Nc1ccccc1)N1CCN(Cc2ccc3c(c2)OCO3)CC1	-0.2%	-8%	4%	4%[38.3 µM]	-1%	-4%[46.1 µM]	5%	-9%
COc1cc2c(cc1OC)C(COc1ccc(F)cc1)N(C(=O)c1ccco1)CC2 (stereo unspecified)	-0.9%	9%	-16%	9%	3%	-24%[46.1 µM]	-5%	i
COc1ccc(OC)c(-n2c(=S)[nH]c3c(sc(=S)n3-c3ccccc3)c2=O)c1	4.4%	-26%	-21%	-5%	8%	29%	14%	-4%
Cc1ccoc1C(=O)N1CCCCC1C(=O)O (stereo unspecified)	-6.2%	-16%	5%	-11%	1%	10%	4%	-15%
COc1ccc(/C(O)=C2\C(=O)C(=O)N(CCN(C)C)C2c2cc(OC)c(OC)c(OC)c2)c(C)c1 (stereo unspecified)	-2.0%	?	7%	-7%[38.3 µM]	-4%	6%[46.1 µM]	4%	-10%
Fc1cccc(-n2c(-c3ccco3)nc3nc4ccccc4nc32)c1	0.9%	-17%	?	?	-3%	-19%[46.1 µM]	112%[activator]	-8%
CCC(=O)Nc1ccc(S(=O)(=O)Nc2cccc(C)c2)cc1OC	0.0%	?	2%	18%[38.3 µM]	1%	?	1%	3%
